# Assay outcomes (PubChem BioAssay)
# CASP6 VEID inh = caspase-6 (human) enzyme inhibition; purified caspase-6, Z-VEID-R110 cleavage fluorescence; inhibition, % at 12.5 µM; 350,000 compounds, 0.53% hits; AID 686996;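 active means mean inhibition across replicates at least about 35%, with every replicate also reaching that limit, limit read from the data; inconclusive means only one of the two criteria met; inactive means neither criterion met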;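 further: 0% = median of neutral control wells and 100% = no fluorescence left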
# Target sequence (P55212 24-179 limits assumed): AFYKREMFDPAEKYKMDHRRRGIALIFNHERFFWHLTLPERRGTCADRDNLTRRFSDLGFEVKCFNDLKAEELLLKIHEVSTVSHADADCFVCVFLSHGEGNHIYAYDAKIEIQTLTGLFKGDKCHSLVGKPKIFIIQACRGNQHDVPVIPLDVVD
# Target sequence (P55212 194-293 limits assumed): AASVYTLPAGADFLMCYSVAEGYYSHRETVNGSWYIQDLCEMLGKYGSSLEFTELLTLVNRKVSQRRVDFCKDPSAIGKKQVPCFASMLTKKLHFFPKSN
# SIRT5 block = sirtuin-5 (human) deacylase inhibition; Q9NXA8; 330,000 compounds, 1.1% hits; inhibition, % at 15 µM; AID 652115; Purified SirT5, succinyl-peptide AMC, trypsin-coupled fluorescence; in the data active means inhibition above about 15%; inconclusive means no clear call, values can overlap the other calls
# Target sequence (Q9NXA8 whole entry, looked up): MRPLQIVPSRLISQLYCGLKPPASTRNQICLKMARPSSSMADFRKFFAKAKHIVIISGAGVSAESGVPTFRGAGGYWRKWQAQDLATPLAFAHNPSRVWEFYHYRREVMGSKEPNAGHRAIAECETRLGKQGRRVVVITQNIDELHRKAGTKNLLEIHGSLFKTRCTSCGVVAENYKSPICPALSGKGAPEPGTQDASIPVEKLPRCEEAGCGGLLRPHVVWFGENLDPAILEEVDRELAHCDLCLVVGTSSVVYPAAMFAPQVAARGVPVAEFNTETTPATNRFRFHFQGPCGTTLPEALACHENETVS
# ERp5 block = blocks human ERp5 reductase activity on insulin; ERp5 insulin aggregation, absorbance 650 nm, 90 min; inhibition, % at 9.99 µM; 350,000 compounds, 0.05% hits; AID 651711;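 active means mean replicate inhibition above about 25%, with every replicate also reaching it, limit read from the data, passing the limit was not always enough; inconclusive means only one of those two criteria met; inactive means neither criterion met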
# Target sequence (Q15084 whole entry, looked up): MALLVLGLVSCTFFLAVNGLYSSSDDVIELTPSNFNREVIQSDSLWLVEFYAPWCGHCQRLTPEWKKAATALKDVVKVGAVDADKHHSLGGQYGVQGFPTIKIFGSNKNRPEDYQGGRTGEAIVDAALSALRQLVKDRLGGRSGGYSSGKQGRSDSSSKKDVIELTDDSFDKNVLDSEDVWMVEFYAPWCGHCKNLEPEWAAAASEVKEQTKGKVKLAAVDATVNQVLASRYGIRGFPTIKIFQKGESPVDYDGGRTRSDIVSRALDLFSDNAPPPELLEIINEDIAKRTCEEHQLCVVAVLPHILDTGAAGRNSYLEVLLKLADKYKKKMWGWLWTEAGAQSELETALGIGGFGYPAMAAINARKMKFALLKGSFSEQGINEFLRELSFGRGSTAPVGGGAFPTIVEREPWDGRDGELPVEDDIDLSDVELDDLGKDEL
# miR-122 sensor = blocks miR-122 activity in Huh7 sensor cells. 340,000 compounds, 0.3% hits. Huh7 miR-122 Renilla luciferase sensor, 48 h; neutral wells = 0, positive control = 100. activation (reporter increase), % at 12.5 µM;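 active means mean replicate activation score at least 90 and every replicate individually at or above 90; inconclusive means only one of the two criteria met; inactive means neither criterion met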;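 further: higher luciferase means less miR-122 activity so hits act as miR-122 inhibitors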
# CFTR F508del cor = correctors of CFTR F508del function in bronchial epithelial cells; CFBE cells, YFP halide quenching; stimulated with forskolin plus potentiator P3; % fluorescence drop versus neutral controls; activity (quench increase), % at 7.58 µM; 350,000 compounds, 0.36% hits; AID 720511;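 active means mean added fluorescence quench of at least 8% versus neutral control, with both replicates also reaching 8%; inconclusive means only one of the mean or replicate conditions met; inactive means mean below 8% and not both replicates reaching 8%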;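 further: cells transiently co-express mutant CFTR-F508del with the halide-sensitive YFP; corrector assay measuring rescue of mutant channel to the surface after 24 h compound exposure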
# DENV2 CPE rescue = protects cells from dengue virus 2 cytopathic effect; DENV2-infected cells, cytopathic effect rescue, plate reader; 350,000 compounds, 1.7% hits; AID 651640; CPE inhibition, % at 9.99 µM; in the data active means CPE inhibition above about 20%, passing the limit was not always enough; inconclusive means no clear call, values can overlap the other calls; tested in BHK-21 cells;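 further: 0% = median of neutral control wells and 100% = median of positive control wells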
# ERAP1 inh = ERAP1 (human) enzyme inhibition; Q9NZ08; recombinant ERAP1, Leu-AMC fluorescence, 60 min; inhibition, % at 10.7 µM; 340,000 compounds, 0.15% hits; AID 652197;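 active means mean replicate inhibition of at least 30%, or all replicates individually reaching that 30% level; inactive means mean below 30% and not every replicate reaching it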;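 further: 0% = neutral control wells and 100% = L-leucinethiol positive control wells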
# An asterisk follows results filed as active; ? = inconclusive; nt = no result given; & = joins results of further samples; [ ] = dose if it differs, or a comment.
cpd | miR-122 sensor | DENV2 CPE rescue | SIRT5 block | ERAP1 inh | ERp5 block | smiles | CASP6 VEID inh | CFTR F508del cor
1 | 5 | -2 | nt | 1 | -5 | COc1ccccc1-c1cnc(C(O)c2cc(C)ccc2C)[nH]1 (configuration not stated) | 0 | -2.2
2 | nt | 2 | -1 | nt | -1 | COc1ccc(OC)c(-c2nc3ccccc3nc2-c2ccccc2)c1 | 1 | 2.9
3 | -4 | -7 | -4 | nt | 0 | COc1ccc(CNC(=O)C[C@H]2C[C@H](C(=O)N3CCCCC3)[C@@]3(C)c4[nH]c5ccc(Cl)cc5c4CCN3C2=O)cc1OC | 4 | -2.9
4 | 4 | -3 | 2 | -5 | 2 | Cc1ccc(C)c(NS(=O)(=O)c2ccc3[nH]c(=O)oc3c2)c1 | 31 | -3.0
5 | nt | 0 | 0 | 0 | 4 | O=C(Nc1cccc(F)c1)N1CC(=O)N2[C@H](CO)[C@H](c3ccc(C#CCC4CCCC4)cc3)[C@@H]2C1 | 0 | -2.8
6 | -6 | ? | -10 | 0 | 1 | COc1ccccc1CN1CC(C(=O)NCCc2ncccc2C)CCC1=O (configuration not stated) | -1 | 1.8
7 | 2 | -1 | -1 | -3 | 2 | CCOC(=O)c1sc2nc(CSc3ccccc3)[nH]c(=O)c2c1C | -1 | 1.6
8 | nt | 8&12 | 1&2 | 1&1 | -2&2 | CCCNC(=O)N1[C@@H]2CNC[C@H]1C2c1ccc(-c2cccc(C)c2)cc1 (some centres not stated) | -9&2 | 1.8&-0.3
9 | -1 | -7&0 | 4&-1 | 3&-2 | 7&3 | O=C(NC1CC1)C1=C[C@H](C2CC2)C[C@H](OCCCCO)O1 | 0&-1 | 1.1&-1.3
10 | -7[16.7 µM] | 8 | -6 | 0 | 13 | CCN(C[C@H]1N[C@H](CO)[C@H]1c1ccc(-c2cccc(C#N)c2)cc1)C(=O)COC | -1 | -3.6
11 | 2[16.7 µM] | -4 | -3 | -1 | 3 | C[C@@H]1CN([C@H](C)CO)C(=O)c2cc(NC(=O)c3ccncc3)ccc2O[C@@H](C)CCCCO[C@H]1CN(C)C(=O)Nc1ccc2c(c1)OCO2 | 1 | -1.6
12 | -1 | ? | -2 | -2 | -2 | COc1cc(C(F)(F)F)ccc1C(=O)NCCc1ccco1 | 1 | 0.0
13 | -6[16.7 µM] | -5 | -2 | -1 | -3 | CCCNC(=O)C[C@H]1CC[C@H]2[C@@H](COC[C@@H](O)CN2C(=O)c2cccnc2)O1 | 2 | 1.1
14 | 6[16.7 µM] | -2 | -11 | 1 | -2 | COC(=O)C[C@H]1CC[C@H]2[C@H](COc3ccc(NC(=O)Nc4cccc(C)c4)cc3C(=O)N2C)O1 | 3 | 2.0
15 | -8 | 18 | 0 | 0 | 5 | Cc1ccc(C2=NOC(=O)/C2=C\c2ccc(C)o2)cc1 | 41* | 0.5
16 | nt | 7 | -4 | 2 | 0 | CCOc1ccc(C(=O)Nc2ccc(N3CCN(C)CC3)cc2)cc1 | -16 | -3.5
17 | -4[16.7 µM] | -9 | -22 | -2 | 3 | C[C@H]1CN([C@@H](C)CO)C(=O)c2cc(/C=C/c3ccccc3)cnc2O[C@H]1CN(C)C(=O)CN(C)C | -2 | 3.2
18 | -1 | 9 | nt | 0 | 6 | N#CC(Cc1cccc(CC(C#N)(c2ccccc2)c2ccccc2)c1)(c1ccccc1)c1ccccc1 | nt | -3.1
19 | nt | 0 | -1 | 3 | -11 | CC(=O)N[C@H]1C=C[C@@H](CC(=O)NCC2CCCCC2)O[C@@H]1CO | 2 | 0.3
20 | nt | 4 | -2 | -4 | 14 | COc1ccc(NC(=O)C2C3C=CC(C3)C2C(=O)O)cc1 (configuration not stated) | -1 | -3.9
21 | 1 | 6 | nt | 0 | 1 | CC(CCc1ccccc1)N1CCN(C)CC1 (configuration not stated) | -12 | 0.9
22 | -2[16.7 µM] | 3 | -1 | 1 | -11 | C[C@H]1CN([C@@H](C)CO)C(=O)CCCn2nncc2CO[C@H]1CN(C)C | -1 | 0.0
23 | -1 | 2 | -5 | 1 | 5 | COc1ccc(Nc2nc(C)cc(C)n2)cc1Cl | -2 | -1.0
24 | -6 | -1 | -3 | -2 | -17 | Cc1ccc(NC(=O)c2ccc(=O)n(CC(=O)Nc3c(C)cc(C)cc3C)n2)cc1 | -1 | -2.4
25 | nt | -2 | -3 | nt | -4 | Cc1cccc2sc(N(CCCN(C)C)C(=O)CN3C(=O)c4ccccc4C3=O)nc12 | -9 | 1.2
26 | -7[16.7 µM] | 13 | 0 | 3 | -6 | COCC(=O)NC[C@@H]1[C@@H](c2ccccc2)[C@H](CO)N1C(C)=O | 2 | 1.3
27 | nt | 6 | -2 | -1 | 4 | CCC1CCCCN1CC(=O)c1c(C)[nH]c2ccc(OC)cc12 (configuration not stated) | -3 | -1.8
28 | nt | 0&2 | 2 | 2 | -1&-2 | CO[C@@H]1CN(C)C(=O)c2cc(NC(=O)Nc3cc(F)ccc3F)ccc2OC[C@H](C)N(C(=O)c2cnccn2)C[C@@H]1C | -4&10 | 0.5&-2.4
29 | -10[16.7 µM] | 11 | -2 | 1 | -3 | Cc1noc(C)c1NC(=O)N(C)C[C@H]1Oc2ccc(N(C)C)cc2C(=O)N([C@H](C)CO)C[C@H]1C | 1 | 1.3
30 | -12[16.7 µM] | -5 | 7 | -2 | 10 | COc1ccc(NC(=O)Nc2ccc3c(c2)C(=O)N([C@@H](C)CO)C[C@@H](C)[C@H](CN(C)S(=O)(=O)c2ccc(C)cc2)O3)cc1 | 2 | -2.4
31 | 0[16.7 µM] | 5 | 1 | 1 | 5 | CO[C@H]1CN(C)C(=O)c2ccc(NS(=O)(=O)c3cn(C)cn3)cc2OC[C@@H](C)N(Cc2cccc(F)c2)C[C@@H]1C | -1 | 2.2
32 | -19 | 2 | 0 | -3 | 2 | COc1cc(/C=N/NC(=O)NC23CC4CC(CC(C4)C2)C3)ccc1O | 0 | -4.7
33 | nt | 7 | -1 | 5 | -2 | O=C(C[C@@H]1CC[C@H](NC(=O)C2CCOCC2)[C@@H](CO)O1)Nc1ccccc1 | 0 | 3.9
34 | -2 | -5 | -6 | 1 | -6 | Nc1cc(=O)[nH]c(SCC(=O)Nc2ccc3c(c2)CCC3)n1 | -3 | 4.8
35 | 4 | -3 | -3 | 0 | 4 | NC(=O)c1ccc(NC(=O)CCCNC(=O)c2ccc(Cl)cc2)cc1 | 0 | 3.0
36 | -9 | 10 | 0 | 10 | 9 | CN1CCN(C2=Nc3c(Cl)cc(Cl)c4cccc2c34)CC1 | -1 | -0.5
37 | nt | -4 | 2 | 0 | -4 | COc1cccc(S(=O)(=O)N[C@H]2CC[C@@H](CC(=O)NCc3ccc(F)cc3)O[C@H]2CO)c1 | -1 | 0.7
38 | -6 | 4 | -1 | 4 | -1 | COc1cccc(NC(=O)C2CCN(S(=O)(=O)c3ccc4c(c3)C(C)(C)C(=O)N4C)CC2)c1 | -1 | 3.1
39 | nt | 8 | -4 | -1 | -1 | CCOC(=O)c1nn(-c2ccccc2)c2nnc(Cc3ccccc3)c(=O)n12 | -2 | 0.4
40 | -12[16.7 µM] | -25 | -3 | 0 | 0 | COc1ccccc1NC(=O)N1CCCCN2[C@H](CO)[C@H](c3ccc(-c4cccc(C#N)c4)cc3)[C@H]2C1 | 1 | 4.5

# Record cards, as listed above. Order of screens: miR-122 sensor, DENV2 CPE rescue, SIRT5 block, ERAP1 inh, ERp5 block, CASP6 VEID inh, CFTR F508del cor
# Shown for `NC(=O)c1ccc(NC(=O)CCCNC(=O)c2ccc(Cl)cc2)cc1` = 4, -3, -3, 0, 4, 0, 3.0
# Shown for `COc1cccc(S(=O)(=O)N[C@H]2CC[C@@H](CC(=O)NCc3ccc(F)cc3)O[C@H]2CO)c1` = nt, -4, 2, 0, -4, -1, 0.7

# Other results follow.
cpd | miR-122 sensor | DENV2 CPE rescue | SIRT5 block | ERAP1 inh | ERp5 block | smiles | CASP6 VEID inh | CFTR F508del cor
41 | 1 | -3 | -3 | -2 | 1 | CN(c1ccccc1)S(=O)(=O)c1cccc(NC(=O)c2cc(=O)c3ccccc3o2)c1 | -12 | nt
42 | -1 | 5 | -12 | 4 | 12 | COC(=O)c1ccccc1NC(=O)CS(=O)(=O)Cc1nc(-c2ccc(C)cc2)oc1C | -2 | -1.6
43 | -3 | 11 | 0 | 0 | 2 | CCCn1nnc(NC(=O)c2ccc([N+](=O)[O-])cc2Cl)n1 | 2 | nt
44 | nt | 6 | 1 | -3 | -4 | CC(=O)Nc1ccc(S(=O)(=O)NC2CCSc3ccccc32)cc1 (configuration not stated) | -4 | 3.3
45 | nt | -6 | -3 | -3 | -10 | c1coc(-c2ccnc(-c3ccncc3)n2)c1 | 1 | -0.1
46 | -1 | 5 | 0 | -1 | 3 | CCC(CC)CN1CCC(CN2C(=O)C(=O)NC[C@@H]2CC(C)C)CC1 | 6 | -0.8
47 | -11 | -5 | 0 | -4 | -4 | Cc1cccc(CS(=O)(=O)Cc2ccc(C(=O)NCc3cccs3)o2)c1 | 1 | -2.6
48 | -6 | -4 | -2 | 4 | -10 | CNC(=O)NC(=O)C(C)Oc1ccccc1F (configuration not stated) | -2 | -1.6
49 | 9[16.7 µM] | 54* | 6 | -3 | 2 | C[C@H]1CN([C@@H](C)CO)C(=O)c2cccc(NC(=O)C3CC3)c2O[C@@H]1CN(C)C(=O)NC1CCCCC1 | 1 | 1.1
50 | 7 | 1 | -4 | -5 | -1 | O=C(CNCc1ccccc1)Nc1ccc(Oc2ccccc2)cc1 | -2 | -0.5
51 | 5 | -4 | 1 | -6 | 2 | O=C(N/N=C/c1ccc([N+](=O)[O-])cc1)c1cccnc1 | -2 | 1.0
52 | nt | -4 | -7 | 0 | 1 | O=C(CCCSc1nc2ccccc2[nH]1)NC1CCCCC1 | 1 | -0.7

# Of the compounds above, 13 have sulfur.
cpd | miR-122 sensor | DENV2 CPE rescue | SIRT5 block | ERAP1 inh | ERp5 block | smiles | CASP6 VEID inh | CFTR F508del cor
4 | 4 | -3 | 2 | -5 | 2 | Cc1ccc(C)c(NS(=O)(=O)c2ccc3[nH]c(=O)oc3c2)c1 | 31 | -3.0
7 | 2 | -1 | -1 | -3 | 2 | CCOC(=O)c1sc2nc(CSc3ccccc3)[nH]c(=O)c2c1C | -1 | 1.6
25 | nt | -2 | -3 | nt | -4 | Cc1cccc2sc(N(CCCN(C)C)C(=O)CN3C(=O)c4ccccc4C3=O)nc12 | -9 | 1.2
30 | -12[16.7 µM] | -5 | 7 | -2 | 10 | COc1ccc(NC(=O)Nc2ccc3c(c2)C(=O)N([C@@H](C)CO)C[C@@H](C)[C@H](CN(C)S(=O)(=O)c2ccc(C)cc2)O3)cc1 | 2 | -2.4
31 | 0[16.7 µM] | 5 | 1 | 1 | 5 | CO[C@H]1CN(C)C(=O)c2ccc(NS(=O)(=O)c3cn(C)cn3)cc2OC[C@@H](C)N(Cc2cccc(F)c2)C[C@@H]1C | -1 | 2.2
34 | -2 | -5 | -6 | 1 | -6 | Nc1cc(=O)[nH]c(SCC(=O)Nc2ccc3c(c2)CCC3)n1 | -3 | 4.8
37 | nt | -4 | 2 | 0 | -4 | COc1cccc(S(=O)(=O)N[C@H]2CC[C@@H](CC(=O)NCc3ccc(F)cc3)O[C@H]2CO)c1 | -1 | 0.7
38 | -6 | 4 | -1 | 4 | -1 | COc1cccc(NC(=O)C2CCN(S(=O)(=O)c3ccc4c(c3)C(C)(C)C(=O)N4C)CC2)c1 | -1 | 3.1
41 | 1 | -3 | -3 | -2 | 1 | CN(c1ccccc1)S(=O)(=O)c1cccc(NC(=O)c2cc(=O)c3ccccc3o2)c1 | -12 | nt
42 | -1 | 5 | -12 | 4 | 12 | COC(=O)c1ccccc1NC(=O)CS(=O)(=O)Cc1nc(-c2ccc(C)cc2)oc1C | -2 | -1.6
44 | nt | 6 | 1 | -3 | -4 | CC(=O)Nc1ccc(S(=O)(=O)NC2CCSc3ccccc32)cc1 (configuration not stated) | -4 | 3.3
47 | -11 | -5 | 0 | -4 | -4 | Cc1cccc(CS(=O)(=O)Cc2ccc(C(=O)NCc3cccs3)o2)c1 | 1 | -2.6
52 | nt | -4 | -7 | 0 | 1 | O=C(CCCSc1nc2ccccc2[nH]1)NC1CCCCC1 | 1 | -0.7
